# T cell modulator = modulators of CD8 T cell-vesicle binding, primary screen, mouse 2C CD8+ T cells, flow cytometry. 2C CD8+ T cell-vesicle binding; active compounds read low. calls only at 7 µM. 330,000 compounds, 0.068% hits. AID 2052, 2009;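 active = response, share of CD8 T cells binding vesicles, and their 90th percentile fluorescence all below set limits, cut at about 80% in these data, passing the limit was not always enough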
#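 incubation = binding step 1.5 h, 37 °C, antibody labelling 20 min, ice | test system = 2C mouse CD8+ T cells | read-out basis = percent CD8+ FL2 mean versus row control | controls = Peptide-free naked vesicles (low) and QL9 vesicles with 0.7% DMSO vehicle (high) | detection = flow cytometry of vesicle-bound cells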
# T cell modulator vesicle-bound % = also measured in T cell modulator; calls as there; double positive events, %; measured here: CD8+ vesicle-bound cell fraction;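 binding gate set so that unloaded-vesicle control wells show 10% double positive cells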
# An asterisk follows results filed as active; i = inactive. Only part of the results is shown (hit frequency here may not be typical).
# Results follow in this order: T cell modulator	T cell modulator vesicle-bound %
1: Cc1ccc(F)cc1S(=O)(=O)Nc1cccc(C(=O)N2CCCC(C(N)=O)C2)c1 (stereo not drawn)
→ i	34
2: Cc1ccc(S(=O)(=O)N2CCOCC2)cc1NC(=O)COC(=O)/C=C/c1ccc(F)cc1
→ i	39
3: CN(CC(=O)Nc1cccc2ccccc12)C(=O)c1ccc(F)cc1F
→ i	38
4: Cn1c(SCC(=O)Nc2ccccc2Oc2ccccc2)nnc1C1CC1
→ i	52
5: O=C(Cc1ccc(S(=O)(=O)N2CCOCC2)s1)NNC(=O)c1ccccc1Cl
→ i	43
6: CN(CC(=O)Nc1cccc(F)c1)C(=O)CCCc1c[nH]c2ccccc12
→ i	50
7: COc1ccc(Cc2nc3ccccc3c(=O)n2N)cc1OC
→ i	35
8: CN(CC1COc2ccccc2O1)C(=O)CSc1nncs1 (stereo not drawn)
→ i	15
9: O=C(COC(=O)COc1cccc(Br)c1)Nc1ccc(F)cc1F
→ i	43
10: C[C@@H]1C=C(C(=O)NCc2nc3ccccc3[nH]2)O[C@H](OCCCCO)C1
→ i	11
11: O=C(CN1C(=O)NC2(CCCC2)C1=O)NCCc1ccc(F)cc1
→ i	15
12: Cc1nn(C)c(C)c1NC(=O)COc1ccccc1C#N
→ i	30
13: CCCCCCSc1cc(-c2nc3cc(C)ccn3c2NC2CCCCC2)ccc1OC
→ i	23
14: O=C(COC(=O)COc1cccc(F)c1)NCC1CCCCC1
→ i	29
15: COc1cccc(C(=O)C[n+]2cccc3cc(OC)ccc32)c1
→ i	58
16: Cc1cccc(N2CCN(C(=O)C3CC(=O)N(c4ccc5c(c4)OCCO5)C3)CC2C)c1 (stereo not drawn)
→ i	40
17: Cc1cccc(OCCCC(=O)NNC(=O)c2ccc(F)cc2)c1
→ i	26
18: COc1cccc(NC(=O)CN(C)C(=O)c2cc3c(s2)CCCCC3)c1
→ i	64
19: CC(C)n1nc(C(=O)Nc2ccc(-n3cnnn3)cc2)c2ccccc2c1=O
→ i	51
20: CCCCn1c(N)c(N(C)C(=O)c2ccc(OCC3CCCO3)cc2)c(=O)[nH]c1=O (stereo not drawn)
→ i	25
21: CCC(=N\NC(=O)COc1ccccc1OC)/C(CC)=N/NC(=O)COc1ccccc1OC
→ i	47
22: C[C@@H]1CN([C@H](C)CO)C(=O)c2cccc(NC(=O)Nc3ccc(F)cc3)c2O[C@H]1CN(C)C(=O)Nc1ccc(C(F)(F)F)cc1
→ i	56
23: Cc1ccc(CN2CC(C(=O)NNC(=O)c3ccc(F)cc3)CC2=O)cc1 (stereo not drawn)
→ i	20
24: C[C@@H]1CN([C@@H](C)CO)C(=O)c2cccc(NC(=O)C3CCCCC3)c2O[C@@H]1CN(C)Cc1ccc(Cl)c(Cl)c1
→ i	56
25: CC(C)CCN1CCC(Cc2ccccc2)(NC(=O)c2ccccc2)C1=O (stereo not drawn)
→ i	14
26: CCOC(=O)c1ccn(CSc2c(F)c(F)cc(F)c2F)n1
→ i	44
27: Cc1nc2ccc(NC(=O)[C@H](C)N3C(=O)C4CC=CCC4C3=O)cc2s1 (stereo partly drawn)
→ i	28
28: Cc1ccc2c(c1)C(=O)C(=O)N2c1ccc(Cl)cc1
→ i	9
29: CC(OC(=O)/C=C/c1ccccc1)C(=O)NC1CCCCC1C (stereo not drawn)
→ i	31
30: O=C(NCc1ccc(OC(F)(F)F)cc1)C1CC(c2ccc(C(F)(F)F)cc2)=NO1 (stereo not drawn)
→ i	38
31: CSc1ccc(CSCC(=O)N2CCN(S(=O)(=O)c3ccc(C)cc3C)CC2)cc1
→ i	9
32: COc1ccc(-c2c(-c3cc(OC)cc(OC)c3)n(C)c3ccc(-c4ccc5c(c4)OCCO5)cc23)cc1
→ i	21
33: Cc1ccc(SCC(=O)NNC(=O)CNC(=O)c2ccc(Br)cc2)cc1
→ i	19
34: CCn1nc(C(=O)OCC(=O)N(CCC#N)c2ccccc2)c2ccccc2c1=O
→ i	31
35: CCN(CC(=O)Nc1cc(Cl)ccc1C)C(=O)c1ccc(N2CCCC2=O)cc1
→ i	29
36: O=C(Cc1ccc(Cl)cc1)Nc1cc(Cl)ccn1
→ i	57
37: O=C1N[C@@H](Cc2c[nH]c3ccccc23)COC(=O)[C@H](Cc2ccc(F)cc2)C/C=C\C[C@@H]1CC(=O)N(CCO)Cc1ccccc1
→ i	24
38: CCOC(=O)C1CCN(C(=O)c2ccc(N3CCCC3=O)cc2)CC1
→ i	47
39: O=C(COC(=O)c1ccc(OC(F)F)cc1)Nc1cccc(S(=O)(=O)NC2=NCCC2)c1
→ i	38
40: Cc1cc(NC(=O)CSc2ncc(C(F)(F)F)cc2Cl)no1
→ i	54
41: O=C(NCCCN1CCOCC1)c1cn(-c2ccccc2)nc1-c1ccc(Br)cc1
→ i	46
42: CN(C(=O)c1ccc(NC(=O)Cc2ccc(NC(=O)C3CCN(C(=O)C4CCC4)CC3)cc2)cc1)C1CC1
→ i	33
43: CNc1ccc(C(=O)OCC(=O)NC(=O)NC2CCCC2)cc1[N+](=O)[O-]
→ i	35
44: CCOC(=O)[C@H]1[C@H]2COc3ccc(Cl)cc3[C@@H]2N2C(=O)[C@@H](CO)NC(=O)[C@@]12C
→ i	11
45: CN(C)c1ccc(C(=O)Nc2cccc(S(=O)(=O)NC3=NCCCCC3)c2)cc1
→ i	60
46: O=C(CC1C(=O)Nc2ccccc2N1CC(=O)N1CCCC1)Nc1ccc(Br)cc1 (stereo not drawn)
→ i	47
47: CCCN1Cc2cccc(C(=O)NCCc3cccc(C)c3)c2C1=O
→ i	18
48: COc1cccc2sc(N)nc12
→ i	35
49: Cn1nnnc1Sc1ncnc2scc(-c3ccccc3Cl)c12
→ i	48
50: COc1ccc(S(=O)(=O)N2CCc3ccccc32)cc1C(=O)NCCc1ccc(S(N)(=O)=O)cc1
→ i	44
51: CC(C)(C)OC(=O)NCCCC1=CC2=CC(=O)C(C)(O)C(=O)C2=CO1 (stereo not drawn)
→ i	59
52: CC(C)C(=O)C1=Cc2cccc([N+](=O)[O-])c2OC1N1CCOCC1 (stereo not drawn)
→ i	16
53: O=C(COC(=O)CN1C(=O)C2CCCCC2C1=O)Nc1c(Cl)cccc1Cl (stereo not drawn)
→ i	35
54: COc1ccc(OC)c(NC(=O)COC(=O)CCNc2ccccc2OC)c1
→ i	40
55: Cc1cc(C(=O)O[C@H]2[C@H](Cc3ccccc3)NS(=O)(=O)[C@H]3C[C@@H]4C=C[C@]23O4)ccc1[N+](=O)[O-]
→ i	32
56: CCOc1ccccc1NC(=O)c1ccc(OCC(=O)N2CCOCC2)c(OC)c1
→ i	40
57: CC(C)c1ccc(NC(=O)CN2C(=O)NC(C)(C3CC3)C2=O)cc1 (stereo not drawn)
→ i	38
58: COC(=O)c1ccn(CSc2c(F)c(F)cc(F)c2F)n1
→ i	13
59: Cc1sc(-c2c(C#N)c(N)nc3c2CCCCCC3)cc1[N+](=O)[O-]
→ i	19
60: CC(=O)N1CCN(CC(=O)Nc2ccccc2C(=O)Nc2ccccc2)CC1
→ i	46

# Other results
# Results follow in this order: T cell modulator	T cell modulator vesicle-bound %
61: O=C(CNC(=O)c1cccc(N2C(=O)c3ccccc3C2=O)c1)Nc1ccc(F)c(F)c1
→ i	36
62: CCCCNC(=O)c1onc(CS(=O)(=O)c2ccccn2)c1C(=O)NCCCC
→ i	19
63: COc1ccc2cc(C(C)C(=O)OC(C)C)ccc2c1 (stereo not drawn)
→ i	28
64: c1ccc2c(C3CCO3)cccc2c1 (stereo not drawn)
→ i	20
65: COc1cc(C(=O)N2CCN(C(=O)C3CCCO3)CC2)cc(OC)c1OC (stereo not drawn)
→ i	22
66: O=C(COC(=O)c1cc(S(=O)(=O)N2CCOCC2)c(Cl)cc1Cl)NCc1ccco1
→ i	35
67: CN(C(=O)COc1ncnc2sccc12)C1CCCCC1
→ i	8
68: O=C1c2ccccc2S(=O)(=O)c2cc(N3CCC4(CC3)OCCO4)ccc21
→ i	46
69: CCc1nc2ccccc2c(C(=O)OCC(=O)Nc2ccc(NC(C)=O)cc2)c1C
→ i	55
70: COC(=O)[C@]1(C)N[C@H](CN(C)C(=O)c2ccc(F)cc2)[C@@H]2C(=O)N(Cc3ccccc3)C(=O)[C@@H]21
→ i	8
71: COc1cc(C2=CN(Cc3ccccc3)CCC2=O)cc(OC)c1OC
→ i	28
72: O=C(COC(=O)c1ccc2ncsc2c1)NCc1ccc(Cl)cc1
→ i	19
73: CN(CC(=O)NCC1CCCCC1)CC(=O)Nc1ccc(F)cc1
→ i	30
74: C[C@H](CO)N1C[C@H](C)[C@@H](CN(C)C(=O)Nc2ccc(C(F)(F)F)cc2)Oc2ccc(NC(=O)c3ccncc3)cc2C1=O
→ i	23
75: CN(C(=O)c1ccccc1C(=O)OCC(=O)Nc1ccccc1)c1ccccc1
→ i	46
76: C=CCC[C@H](Cc1ccc(F)cc1)C(=O)O[C@H](CNC(=O)[C@@H](CC=C)CC(=O)N(CCO)Cc1ccccc1)c1ccccc1
→ i	19
77: CC(C)(C)c1ccc(C(=O)NCCC(=O)NNC(=O)COc2ccc(F)cc2)cc1
→ i	35
78: CCC(C)N(C(=O)CSc1ncnc2sccc12)C1CCS(=O)(=O)C1 (stereo not drawn)
→ i	27
79: CC(=O)Nc1ccc(NC(=O)c2cccc(S(=O)(=O)N(C)C3CCCCC3)c2)cc1
→ i	21
80: CC1CC(C)CN(S(=O)(=O)c2ccc(C(=O)N(C)Cc3ccccc3)cc2)C1 (stereo not drawn)
→ i	36
81: Cc1cc(C)c(C)c(S(=O)(=O)Nc2ccccc2N2CCOCC2)c1C
→ i	42
82: O=C(CSc1nnc(C2CC2)n1C1CC1)c1ccc(Br)s1
→ i	48
83: COc1cc(OC)cc(-c2c(C#Cc3ccsc3)c3cc(-c4ccc5[nH]ccc5c4)ccc3n2C)c1
→ i	59
84: CN(c1ccccc1)S(=O)(=O)c1cccc(NS(=O)(=O)c2cccc(C(=O)O)c2)c1
→ i	43
85: COc1cccc(-c2ncc3ccccc3c2COC(=O)CCC(=O)O)c1
→ i	27
86: O=C(Cn1ccccc1=S)c1ccc(Cl)c(Cl)c1
→ i	59
87: COc1ccccc1CNC(=O)c1cccc(S(=O)(=O)N2CCN(c3ccc(F)cc3)CC2)c1
→ i	49
88: Cc1noc(C)c1NC(=O)Nc1ccc2c(c1)C(=O)N([C@H](C)CO)C[C@H](C)[C@@H](CN(C)C(=O)Nc1c(C)noc1C)O2
→ i	14
89: CC(C)=CCC[C@](C)(O)C1CC[C@]2(C)C1C(O)CC1[C@@]3(C)CCC(O)C(C)(C)C3C(O[C@@H]3OC(CO)C(O)C(O)C3O[C@@H]3OC(C)C(O)C(O)C3O)C[C@]12C (stereo partly drawn)
→ i	48
90: Cc1ccc(Cl)cc1NC(=O)Cn1c(C)csc1=O
→ i	34
91: CN(CC(=O)Nc1ccc(Cl)cc1)C(=O)CCNC(=O)c1ccc(Cl)cc1
→ i	30
92: COc1ccc(C(=O)NC(=S)NNC(=O)c2ccncc2)cc1Br
→ i	42
93: O=C(COC(=O)C1CC2CCCC(C1)C2=O)Nc1ccccc1 (stereo not drawn)
→ i	33
94: CC1=C/C(=C(/c2ccc(O)c(C)c2)c2ccccc2S(=O)(=O)O)C=CC1=O
→ i	33

# Bioassay records deposited in PubChem BioAssay by NMMLSC.
